APOBEC3A inh = inhibitors of human APOBEC3A DNA deaminase | P31941 | recombinant A3A, FAM/TAMRA ssDNA deamination fluorescence | inhibition, % at 20 µM | hit rate 0.41% among 330,000;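 active = at least 40% inhibition at 20 µM here, with at most 30% in a related deaminase screen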;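 note: plate controls were A3A with DMSO for no effect and wells lacking A3A enzyme for full effect; some results filed as inactive read as strong as hits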
Target sequence (P31941 whole entry, looked up): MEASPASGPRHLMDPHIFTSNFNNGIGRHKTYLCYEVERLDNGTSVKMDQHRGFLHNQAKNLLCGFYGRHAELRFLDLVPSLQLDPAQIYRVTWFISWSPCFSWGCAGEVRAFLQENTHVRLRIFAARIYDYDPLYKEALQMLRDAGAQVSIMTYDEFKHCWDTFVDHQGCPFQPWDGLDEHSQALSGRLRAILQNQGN
mIAP block = blocks mouse intestinal alkaline phosphatase; hit rate 0.2% among 330,000; purified mouse IAP, CDP-Star luminescence, 30 min; inhibition, % at 10 µM;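 active = inhibition of at least 40% at 10 µM in the primary screen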;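 note: plate controls were DMSO with enzyme for no effect and no enzyme wells for full effect; values of inactives mirror those of a sister screen read the other way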
APOBEC3G inh = inhibitors of human APOBEC3G DNA deaminase | Q9HC16 | recombinant A3G, ssDNA deamination FAM/TAMRA fluorescence | inhibition, % at 20 µM | hit rate 0.28% among 330,000;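 active = inhibition of at least 40% at 20 µM, with no more than 30% in the related APOBEC3A deaminase screen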;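 note: plate controls were DMSO wells with A3G for no effect and wells lacking A3G enzyme for full effect; some compounds called inactive have numbers as strong as hits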
Target sequence (Q9HC16 whole entry, looked up): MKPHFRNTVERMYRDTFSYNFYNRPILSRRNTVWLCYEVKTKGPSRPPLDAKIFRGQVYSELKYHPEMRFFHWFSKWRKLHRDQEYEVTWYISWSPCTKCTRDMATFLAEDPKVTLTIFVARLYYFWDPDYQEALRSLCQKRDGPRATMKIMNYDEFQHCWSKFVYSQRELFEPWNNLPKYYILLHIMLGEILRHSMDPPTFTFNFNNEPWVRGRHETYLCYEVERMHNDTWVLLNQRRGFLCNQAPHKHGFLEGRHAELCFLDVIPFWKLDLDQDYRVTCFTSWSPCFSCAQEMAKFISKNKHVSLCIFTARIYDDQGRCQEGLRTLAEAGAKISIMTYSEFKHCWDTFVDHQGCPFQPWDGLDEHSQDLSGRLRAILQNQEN
MPTP block = inhibitors of mitochondrial permeability transition pore; isolated mouse mitochondria, Ca2+ swelling absorbance, 30 min; inhibition, % at 10 µM; hit rate 1.4% among 360,000; AID 602449;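 active = inhibition of 50% or more, scaled per plate between neutral and stimulator controls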;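 note: 0% = DMSO wells given calcium and 100% = 1 mM EGTA wells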
hIAP act = increases human intestinal alkaline phosphatase activity; P09923; purified human IAP, CDP-Star luminescence, 30 min; stronger effect = higher value; 1 = vehicle-only enzyme, 0 = enzyme-free background; activation factor at 10 µM; hit rate 0.16% among 330,000;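 active = activation factor of the enzyme at least 2-fold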; note: the source names both 10 and 20 µM as test concentration; values of inactives mirror those of a sister screen read the other way
hIAP block = blocks human intestinal alkaline phosphatase. hit rate 0.12% among 330,000. AID 2544. P09923. purified IAP, CDP-Star luminescence, 30 min. inhibition, % at 10 µM;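 active = inhibition reaching a set limit with compound at 10 µM in the primary screen, cut at about 35% in these data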;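 note: plate controls were DMSO wells with enzyme for no effect and no-enzyme buffer wells for full effect; values of inactives mirror those of a sister screen read the other way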
ATG4B inh = inhibitors of human ATG4B cysteine protease; AID 504462; Q9Y4P1; ATG4B cleavage of LC3-PLA2, NBD-HPC fluorescence, 1 h; inhibition, % at 8.33 µM; hit rate 0.51% among 340,000; in the data active = inhibition above about 40%
Target sequence (Q9Y4P1 whole entry, looked up): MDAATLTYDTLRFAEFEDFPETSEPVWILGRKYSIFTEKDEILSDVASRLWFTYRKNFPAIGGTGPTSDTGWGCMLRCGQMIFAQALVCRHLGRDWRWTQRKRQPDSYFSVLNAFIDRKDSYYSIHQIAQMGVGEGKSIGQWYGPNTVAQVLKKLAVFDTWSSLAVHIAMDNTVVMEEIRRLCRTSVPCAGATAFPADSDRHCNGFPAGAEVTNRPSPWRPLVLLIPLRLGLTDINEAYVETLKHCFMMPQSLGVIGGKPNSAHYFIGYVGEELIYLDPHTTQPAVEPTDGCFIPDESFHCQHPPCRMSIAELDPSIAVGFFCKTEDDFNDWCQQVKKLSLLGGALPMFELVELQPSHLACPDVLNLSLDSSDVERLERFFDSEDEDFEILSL
mIAP activ = mouse IAP activation; hit rate 0.24% among 330,000; activation factor at 10 µM; muIAP, CDP-Star luminescence, 30 min; stronger effect = higher value; 1 = vehicle-only enzyme signal, 0 = enzyme-free wells; AID 2805;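 active = activation factor of at least 2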; note: the source names both 10 and 20 µM as test concentration; values of inactives mirror those of a sister screen read the other way
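Assay system: mouse IAP enzyme; reagent: chemiluminescent substrate CDP-Star; dosing: test compounds delivered from DMSO solution; schedule: 30 min at room temperature; measured by: luminescence from enzymatic CDP-Star hydrolysis; controls: DMSO-only wells and no-enzyme negative control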
MIN6 prolif = inducers of beta-cell replication in MIN6 cells | MIN6 cells proliferation, ATPlite luminescence, 48 h; cells starved in 0.2% serum; 100% = growth in 10% serum | proliferation, % at 10 µM | hit rate 0.29% among 330,000 | AID 2380;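 active = compounds whose signal lies at least 3.5 SD above the mean of all wells on their plate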;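 note: 0% = DMSO-treated cells in low-serum medium and 100% = 10% serum control; some compounds called inactive have numbers as strong as hits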
* marks the source's active call; other numbers are inactive results.

Every second line gives: APOBEC3A inh	mIAP block	APOBEC3G inh	MPTP block	hIAP act	hIAP block	ATG4B inh	mIAP activ	MIN6 prolif
CCOc1ccc(N2C(=O)C(CC(=O)Nc3ccccc3)N(Cc3ccccn3)C2=S)cc1 (configuration not stated)
    2	4	-2	-0.9	0.94	6	-45	0.96	-3
COc1cc(C(=O)NNC(=O)c2cc(-c3ccccc3)n[nH]2)cc(OC)c1C
    6	-6	2	0.9	2.5*	-149	10	1.1	-2
CCOc1ccc(S(=O)(=O)N2CCN(C(=S)NCC3CCCO3)CC2)cc1 (configuration not stated)
    0	-2	-7	-2.1	1.1	-5	-8	1	-1
COc1ccc(OC)c(-n2c(CN3CCC(C(N)=O)CC3)nc3ccccc3c2=O)c1
    2	8	-2	-1.1	0.82	18	-8	0.92	0
COc1cccc(NC(=O)CNC(=O)[C@@H]2Cc3ccccc3CN2C(=O)OC(C)(C)C)c1
    -2	-4	-5	-2.0	0.95	5	-3	1	4
CN=C1S/C(=C\c2ccc(Cl)cc2)C(=O)N1C
    2	3	0	-0.7	1	-1	-1	0.97	-1
CN1CCN(S(=O)(=O)c2ccc3c(c2)C(C)(C)C(=O)N3C)CC1
    -1	0	-5	-2.7	0.89	11	-8	1	-2
c1ccc(NCc2cccnc2)cc1
    -3	-3	-4	-2.1	1.1	-6	-7	1	-3
O=C(COc1ccccc1)N/N=C/c1ccc2c(c1)OCO2
    -7	6	-7	-0.3	0.89	11	0	0.94	1
C=CCNc1ccc(C(=O)O)cc1
    -2	4	-2	-0.3	0.88	12	4	0.96	3
COc1ccc(Nc2ncnc3c2c(C)c(C)n3CCO)cc1
    -2	-1	-6	0.2	1	-1	-3	1	-1
Cc1nn2c(N3CCOCC3)c3c(nc2c1-c1ccccc1)CCCC3
    -1	9	0	-1.0	0.94	6	-2	0.91	-1
Cc1nnc(SCC2=C(C(=O)O)N3C(=O)C(NC(=O)COc4ccc(F)cc4)C3SC2)s1 (configuration not stated)
    5	-1	-1	-2.7	1.1	-6	-10	1	2
CC1(c2ccccc2)NC(=O)N(CC(=O)Nc2cc(Cl)ccc2N2CCOCC2)C1=O (configuration not stated)
    -2	2	-5	-3.3	1.1	-5	-2	0.98	0
Cc1cccc(N2CC(O)(c3cccs3)[N+]3=C2CCCC3)c1 (configuration not stated)
    -2	0	-8	0.9	1.1	-12	4	1	-3
N/C(=N\OC(=O)CCCc1ccccc1)c1ccc([N+](=O)[O-])cc1
    -2	-2	-8	-0.3	1	-2	-15	1	-4
COC(=O)[C@H](Cc1ccccc1)NC(=O)[C@@H](N)CC(=O)OCc1ccccc1
    1	-2	-6	-0.7	0.95	5	6	1	-4
COc1ccccc1NC(=O)N1CCC(NC(=O)C2CCCCC2)CC1
    -1	13	-6	0.2	1	0	2	0.87	0
COc1ccc(Cl)cc1N=Cc1c(O)cc(C)oc1=O
    -2	-1	-2	0.7	0.95	5	6	1	-1
CCCC(=O)Nc1ccccc1NC(=O)CN(C)S(=O)(=O)c1ccccc1
    -10	-16	-4	-2.8	1.4	-36	-6	1.2	-2
Cc1ccnn1CCC(=O)N1CCCC(N2CCN(c3cccc(Cl)c3)CC2)C1 (configuration not stated)
    -3	-1	1	-1.0	0.99	1	0	1	-2
Fc1ccc(C2=CC(c3cccs3)n3nnnc3N2)cc1 (configuration not stated)
    12	4	-14	0.6	0.9	10	2	0.96	-3
O=C(COC(=O)CNC(=O)c1cc(Cl)cc([N+](=O)[O-])c1)NC(=O)NCc1ccco1
    0	-8	-4	-0.1	1.3	-27	1	1.1	-1
COc1cccc(CNC(=O)C(=O)NCC2CCCN2S(=O)(=O)c2cc(C)ccc2C)c1 (configuration not stated)
    -1	-6	-6	-0.7	1.1	-7	-8	1.1	-4
CCCSc1nc(-n2ncc(C#N)c2N)c2c3c(sc2n1)CCC(C)C3 (configuration not stated)
    -2	1	-2	39	1	-2	10	0.99	-7
Oc1ccc(Br)cc1C=Nc1cccn2cc(-c3ccccc3)nc12
    -3	6	-7	-0.7	0.97	3	12	0.94	1
Clc1ccc(Cn2cc(Br)cn2)cc1Cl
    -6	5	-10	3.9	0.96	4	3	0.95	-1
COc1ccc(C(C(=O)NCC2CCCO2)N(C(=O)CNC(=O)c2cccs2)c2ccccc2)cc1OC (configuration not stated)
    -2	0	-1	-1.5	1.1	-12	-10	1	3
COCCOC(=O)c1c(C)oc2ccc(OC(=O)c3ccc4c(c3)OCO4)cc12
    1	0	3	-2.3	1	0	15	0.99	-4
CCN(CC(=O)NCc1ccc(F)cc1)C(=O)c1ccc(C(=O)c2ccccc2)cc1
    3	-6	2	1.4	0.84	16	1	1.1	1

Compound profiles, from the list above.
COc1ccccc1NC(=O)N1CCC(NC(=O)C2CCCCC2)CC1 as listed: APOBEC3A inh = -1; mIAP block = 13; APOBEC3G inh = -6; MPTP block = 0.2; hIAP act = 1; hIAP block = 0; ATG4B inh = 2; mIAP activ = 0.87; MIN6 prolif = 0
Oc1ccc(Br)cc1C=Nc1cccn2cc(-c3ccccc3)nc12 as listed: APOBEC3A inh = -3; mIAP block = 6; APOBEC3G inh = -7; MPTP block = -0.7; hIAP act = 0.97; hIAP block = 3; ATG4B inh = 12; mIAP activ = 0.94; MIN6 prolif = 1

Continued:
Every second line gives: APOBEC3A inh	mIAP block	APOBEC3G inh	MPTP block	hIAP act	hIAP block	ATG4B inh	mIAP activ	MIN6 prolif
Cc1cccc(-n2c(SCC(=O)Nc3nnc(C)s3)nnc2-c2ccoc2C)c1
    2	-6	0	0.0	1.1	-7	-12	1.1	-1
CCOC(=O)c1c(NC(=O)CSc2nnc(-c3ccccc3)n2CC)sc(C(C)=O)c1C
    2	4	0	5.8	0.85	15	3	0.96	-4
O=C1CCCN1c1ccc(S(=O)(=O)Nc2cccnc2)cc1
    -5	7	-8	-1.1	1	0	-1	0.93	-1
Cc1c(Cl)cccc1NC(=S)NC1CCCC1
    -4	-14	-2	1.5	0.9	10	25	1.1	-2
NS(=O)(=O)c1ccc(NC(=O)c2ccc(S(=O)(=O)N3CCCCCC3)cc2)cc1
    1	10	1	1.8	1.2	-19	-14	0.9	-2
COc1ccc(C(=O)NCc2nnc(SCC(=O)N3CCc4ccccc43)n2Cc2ccccc2)cc1
    3	-7	-3	1.3	1.1	-10	2	1.1	0
CN1CCCC1CCNc1ccc2c(=O)c3ccccc3oc2c1 (configuration not stated)
    4	-8	-3	5.6	0.96	4	-3	1.1	-7
COc1ccccc1NC(=O)Nc1nc(CC(=O)Nc2cccc(F)c2)cs1
    1	-22	2	1.2	1	-4	-3	1.2	-5
CCN1CCCC1CNC(=O)c1ccc(CS(=O)(=O)c2ccccc2C)o1 (configuration not stated)
    4	8	0	-9.0	1.2	-16	-2	0.92	-2
Cc1cc(O)c(/C=N/Nc2ccc(F)cc2)c(=O)o1
    -5	-3	22	0.5	0.97	3	13	1	1
O=c1c(-c2ccc(Br)cc2)coc2c(CN3CCOCC3)c(O)ccc12
    1	10	-3	1.1	0.92	8	7	0.9	2
Cc1ccc(/C=N/n2c(C)cc(C)c(C#N)c2=O)o1
    1	3	3	0.0	1.1	-7	0	0.97	-2
O=C(Oc1cc(-c2ccccc2)no1)c1ccc(Cl)cc1
    2	6	-4	-3.0	1.2	-21	0	0.94	-1
c1ccc(C2CCC(N3CCNCC3)CC2)cc1 (configuration not stated)
    0	-2	1	6.6	1.1	-6	-2	1	-1
COc1ccc(-n2nc3c(c2NC(=O)CCCCl)CSC3)cc1
    -4	0	-6	-2.7	0.83	17	-10	1	-5
NCCCNC(=O)c1cc2ccccc2[nH]1
    0	-4	-3	3.1	0.99	1	-14	1	-2
CC(=O)c1c(N2CCN(Cc3ccc4c(c3)OCO4)CC2)nc(=S)n(-c2ccccc2)c1C
    -4	8	-7	-0.6	0.99	1	-13	0.92	-3
Nc1c(N(Cc2ccccc2)C(=O)COc2ccc(F)cc2)c(=O)[nH]c(=O)n1Cc1ccccc1
    5	-15	5	1.0	1	-2	1	1.2	0
CS(=O)(=O)c1cccc(NC(=O)C2CCCN2S(=O)(=O)c2ccc(F)cc2)c1 (configuration not stated)
    2	4	0	2.1	0.82	18	-13	0.96	1
CC(NC(=O)/C=C/c1ccc(Br)cc1)c1ccccc1 (configuration not stated)
    0	-7	-2	15	0.92	8	-5	1.1	-3
O=C(O)c1ccc(/C=C2\SC(=S)N(Nc3ccccc3)C2=O)cc1
    -5	28	-4	-0.5	1.2	-17	3	0.72	0
O=C1CCCC(O)=C1C=Nc1ccc2c(c1)oc1ccccc12
    -4	2	-5	-1.7	0.99	1	-4	0.98	-4
CCCCCc1c2c(cc(O)c1C(=O)O)OC(=O)c1cc(C(=O)CCCC)c(OC)cc1O2
    1	0	0	95*	1.1	-10	2	1	-6
CCCN(CC(=O)Nc1ccc(F)c(F)c1F)C(=O)c1cc([N+](=O)[O-])ccc1N1CCOCC1
    -2	7	-11	-2.2	0.85	15	-10	0.93	4
O=C(COC(=O)c1cc([N+](=O)[O-])ccc1N1CCOCC1)Nc1ncc(Cl)cc1Cl
    11	6	-1	-1.8	1	-3	-1	0.94	1
O=[N+]([O-])c1cc(-c2csc(NCCc3nc4cc(C(F)(F)F)ccc4n3CCCO)n2)ccc1Cl
    -1	1	-2	0.3	1	0	-1	0.99	-7
N#Cc1cc(N2CCOCC2)nc2ccccc12
    -4	-20	-6	1.9	1.1	-12	-7	1.2	-2
COc1ccc(NC(=O)CC2C(=O)N(c3cccc(OC)c3)C(=O)N2C2CCCCC2)cc1 (configuration not stated)
    2	-1	-5	-1.6	0.79	21	-6	1	1
COCCCNC(=O)CN(c1cc(Cl)cc(Cl)c1)S(C)(=O)=O
    2	2	-3	-0.8	0.92	8	-3	0.98	-4
O=C(CCN1C(=O)c2ccccc2S1(=O)=O)Nc1nc2c(s1)CCCC2
    -3	-2	-3	-0.1	0.87	13	-8	1	3
O=C1N(Cc2cccnc2)C[C@@H]2C[C@@H](c3ccccc3C(F)(F)F)N3CCC[C@@]123
    -5	-11	-3	5.7	1.2	-20	-4	1.1	-3
Cc1ccc(C)c(CN2CCCNC2=O)c1
    3	-3	2	-1.7	0.89	11	-1	1	0
COc1ccc2nc(NC(=O)C3=NN(c4ccccc4)C(=O)CC3)sc2c1
    1	4	-1	1.1	1	-1	4	0.96	-2
COc1cnc(-c2ccccc2)nc1Oc1ccc(Cl)cc1C
    -2	7	-9	-0.4	1	-3	5	0.93	-6
C#CCOCCOCCOCCNc1nc(N2CCN(C(=O)[C@H](CCCCN)n3cc(CN)nn3)CC2)nc(N2CCN(C(=O)[C@H](CCCN=C(N)N)n3cc(C(N)[C@H](C)CC)nn3)CC2)n1 (some centres not stated)
    -1	-3	-7	84*	0.94	6	2	1	-2
O=C1CCCC2=C1C(c1cccs1)n1ncnc1N2 (configuration not stated)
    -1	-2	-8	-2.3	0.84	16	2	1	2
O=C(NCc1ccco1)c1cc([N+](=O)[O-])ccc1N1CCCCC1
    3	5	-10	2.8	1.2	-18	-14	0.95	1
O=[N+]([O-])c1cccc(N=NN(CCO)c2cccc([N+](=O)[O-])c2)c1
    -2	-3	-3	4.5	1	-3	0	1	-1
CN(c1cccc(NC(=O)c2cccc([N+](=O)[O-])c2)c1)S(C)(=O)=O
    -3	-2	-9	-3.4	0.94	6	-8	1	5
CCOC(=O)Nc1cccc(C(=O)O)c1
    -2	6	-6	-2.4	1	-2	-10	0.94	-2

From PubChem
